AmpC no deterg – blocks E. coli AmpC beta-lactamase in detergent-free assay | AID 485341 | P00811 | 0.52% of 330,000 active | AmpC nitrocefin hydrolysis, absorbance 480 nm, 0.0001% Triton | Potency, µM (titrated, usually from 57.1 µM), inactives show at the top dose activity change, negative = inhibition, usual class: inhibitors;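 further: potency means the concentration at half of the fitted maximal effect; plate controls were no compound for no effect and no enzyme for full effect; nearly all actives have a fitted effect of over 20% in size; some results filed as inactive show a strong effect at the top dose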
Target sequence (P00811 whole entry, looked up): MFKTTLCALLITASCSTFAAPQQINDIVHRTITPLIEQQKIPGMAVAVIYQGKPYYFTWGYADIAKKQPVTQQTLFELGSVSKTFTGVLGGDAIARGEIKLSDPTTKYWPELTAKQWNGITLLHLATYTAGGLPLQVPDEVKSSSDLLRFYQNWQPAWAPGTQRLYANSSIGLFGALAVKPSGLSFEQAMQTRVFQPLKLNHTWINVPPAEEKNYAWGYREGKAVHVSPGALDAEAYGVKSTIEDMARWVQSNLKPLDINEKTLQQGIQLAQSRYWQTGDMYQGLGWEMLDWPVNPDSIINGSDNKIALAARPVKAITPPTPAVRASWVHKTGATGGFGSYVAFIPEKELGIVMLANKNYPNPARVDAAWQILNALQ
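20 mM phosphate pH 7.0 + 0.01% (detergent screen) or 0.0001% Triton X-100; 5.3 nM AmpC reagent; cpd preinc 15 min RT; nitrocefin (800 uM stock) to start; A480 q20 s × 4 min; Activity was normalised to no-enzyme and no-compound control wells.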
Giardia FBPA inh – blocks Giardia fructose-bisphosphate aldolase activity. A8B2U2. purified Giardia FBPA. Potency, µM (doses to about 59.6 µM), for the others: top-dose activity, negative = inhibition, hits mostly inhibitors. 0.71% of 290,000 active; further: potency means the concentration at half of the fitted maximal effect; nearly all actives have a fitted effect of over 55% in size
Target sequence (A8B2U2 whole entry, looked up): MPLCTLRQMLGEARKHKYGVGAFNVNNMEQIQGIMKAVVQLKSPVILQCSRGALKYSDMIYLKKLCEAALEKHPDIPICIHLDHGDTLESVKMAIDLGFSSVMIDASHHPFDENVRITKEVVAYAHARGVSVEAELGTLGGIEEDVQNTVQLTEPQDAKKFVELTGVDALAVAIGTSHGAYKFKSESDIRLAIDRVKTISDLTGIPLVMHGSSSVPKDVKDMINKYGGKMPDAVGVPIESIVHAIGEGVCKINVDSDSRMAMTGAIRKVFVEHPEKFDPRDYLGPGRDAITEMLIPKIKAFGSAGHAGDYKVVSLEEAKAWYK
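Giardia FBPA (40 nM reagent) was preincubated 10 min at RT with compound (up to 57.5 uM final), then substrate plus GAPDH/TPI/NAD/arsenate coupling system with diaphorase/resazurin was added; resorufin fluorescence (525/598 nm) was read after 20 min.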
HCMV inh – inhibitors of human cytomegalovirus | HFF cells, HCMV-luciferase reporter, 72 h; hits give low values | activity change, negative = inhibition, % at 57.5 µM | 4.5% of 410,000 active; in the data active means activity change below about -60%; inconclusive means no clear call, values can overlap the other calls; inactive means above about -39%
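Screen run at 2 compound doses on HFFs infected with reporter HCMV, MOI 1 PFU/cell. Luciferase activity from cell lysates at 72 h post infection gave inhibition relative to buffer-only and Salinomycin wells.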
AmpC inh detg – AmpC beta-lactamase inhibition with detergent present; P00811; AmpC hydrolysis of nitrocefin, absorbance 480 nm, 0.01% Triton; Potency, µM (highest dose often 114 µM), for inactives: top-dose activity change, negative = inhibition, actives largely listed as inhibitors; 0.041% of 370,000 active;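 further: potency means the concentration at half of the fitted maximal effect; 0% = no-compound wells and -100% = no-enzyme wells; nearly all actives have a fitted effect of over 25% in size; some results filed as inactive show a strong effect at the top dose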
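20 mM phosphate pH 7.0 + 0.01% (detergent screen) or 0.0001% Triton X-100; 5.3 nM AmpC reagent; cpd preinc 15 min RT; nitrocefin (800 uM stock) to start; A480 q20 s × 4 min; Activity was normalised to no-enzyme and no-compound control wells.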
AMA1 RON2 block – AMA1-RON2 (P. falciparum) interaction inhibition; AlphaScreen AMA1-biotinylated RON2 peptide binding; AID 720542; 0.2% of 360,000 active; Potency, µM (titrated, usually from 58.2 µM), for the others: top-dose activity change, negative = inhibition, actives largely listed as inhibitors;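 further: potency means the concentration at half of the fitted maximal effect; 0% = vehicle wells and -100% = peptide control; nearly all actives have a fitted effect of over 45% in size; some results filed as inactive show a strong effect at the top dose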
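AMA1 (3D7) with his tag at 25 nM final met compounds first, then biotinylated RON2 peptide at 25 nM; detection used donor plus acceptor beads, 10 µg/mL apiece, read by AlphaScreen after 30 min at room temperature.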
Sm TGR inh – blocks Schistosoma mansoni thioredoxin glutathione reductase. Q962Y6. purified TGR, DTNB reduction, TNB absorbance 405 nm. Potency, µM (top dose mostly 114 µM), for the others: at the highest dose activity change, negative = inhibition, most hits filed as inhibitors. 3% of 360,000 active; further: potency means the concentration at half of the fitted maximal effect; nearly all actives have a fitted effect of over 60% in size
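TGR 20 nM + NADPH 100 uM (dispensed conc.), cpd preinc 15 min RT; start with NADPH (500 uM addition) then DTNB (15 mM addition). Kinetic TNB absorbance, 405 nm filter. Four-parameter Hill fit across titration.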
The depositor's hits bear a star; ? = inconclusive; · = no result given; [ ] = another dose, or the depositor's remark. Unless noted, the call rests on the fitted dose curve; in most records, active means well fitted curve in the direction sought with a large enough effect; inconclusive means small, poorly fitted or top-dose-only effect, or another doubt; inactive means no such curve, though single readings can be large; an effect the other way counts as inactive or inconclusive. Unless noted, on the % scale 0 is the no-effect control and ±100 the full control effect.

1) Cc1cc(C)c2c(=O)c3c(oc2c1)C(=O)N(CCCOC(C)C)C3c1ccccc1F (centres undefined)
2) C/C(CC(=O)Nc1ccc(C)c(Cl)c1)=N\NC(=O)c1ccccn1
3) O=C(COC(=O)c1ccc(F)cc1Cl)NC1CCS(=O)(=O)C1 (centres undefined)
4) CC12CCC(=O)N1C(C(=O)N1CCN(S(=O)(=O)c3ccccc3F)CC1)CS2 (centres undefined)
5) O=C(NCc1nnc(SCC(=O)N2CCOCC2)o1)c1cccs1
compound no.	1	2	3	4	5
AmpC no deterg	·	7%	-5%	22%	-14%
Giardia FBPA inh	·	14%	·	·	10%
HCMV inh	-4	-3	13	-27	-34
AmpC inh detg	-6%	-4%	-6%	-10%	-4%
AMA1 RON2 block	·	26%	-10%	78%[activator]	-22%
Sm TGR inh	-3%	-12%	2%	-19%	-8%

6) CC1(C)CC(=O)C2=C(C1)N(CCN1CCOCC1)C1=C(C(=O)CC(C)(C)C1)C2c1ccc(Cl)c([N+](=O)[O-])c1
7) O=C1C=C(c2cccc(Cl)c2)C[C@@H](c2ccc(F)cc2)C1
8) CCOc1c2ccc(C(=O)NCc3ccc(C)cc3)cc2nn1CC
9) CCCc1cc(=O)oc2cc(C)c3c(-c4cccc(OC)c4)coc3c12
10) COc1ccc(/C=C/C(=O)OCC(=O)NC2CCCC(C)C2C)cc1 (centres undefined)
compound no.	6	7	8	9	10
AmpC no deterg	40%	-15%	-25%	·	-14%
Giardia FBPA inh	2%	·	7%	·	·
HCMV inh	-10	·	?	-2	14
AmpC inh detg	-6%	5%	?	20%	·
AMA1 RON2 block	4%	28%	-1%	·	-6%[11.6 µM]
Sm TGR inh	11%	3%	3%	-4%	·

11) O=C(Cn1cncn1)NCc1ccc(Cl)cc1
12) O=C(Cn1cc(CCO)nn1)N1CCNCC1
13) O=C(NN1C(=O)/C(=C/c2ccc(O)c([N+](=O)[O-])c2)SC1=S)c1ccccc1Cl
14) C=CCN=C(NC#N)SCC(=O)c1cccc(OC)c1
15) O=C(CS(=O)(=O)c1cccc2nsnc12)N1CCN(c2cccc(C(F)(F)F)c2)CC1
compound no.	11	12	13	14	15
AmpC no deterg	-6%	-11%	-35%	-19%	·
Giardia FBPA inh	-3%	-8%	-12%	?	·
HCMV inh	-34	-14	-31	-36	-4
AmpC inh detg	?	8%	-2%	-9%	0%
AMA1 RON2 block	7%[2.32 µM]	-6%	?	-14%	·
Sm TGR inh	-33%	3%	-16%	-9%	5%

16) O=C(Nc1cccc(C(F)(F)F)c1)Nc1nnc(N2CCCCC2)s1
17) CCN(C(=O)c1cc(S(=O)(=O)N2CCOCC2)cn1C)c1ccc(OC)cc1
18) COc1cccc(-c2nc(CSCC(=O)N3CCc4ccccc43)c(C)o2)c1
19) Cc1csc(NC(=O)CSc2nnc(-c3ccncc3)n2C)n1
20) NC(=O)COc1ccc2cc(-c3ccc(F)cc3)c(=O)oc2c1
compound no.	16	17	18	19	20
AmpC no deterg	·	·	18%	-14%	-4%
Giardia FBPA inh	·	·	4%	2%	2%
HCMV inh	-14	-67*	-36	18	52
AmpC inh detg	11%	22%	-4%	-10%	-3%
AMA1 RON2 block	·	·	11%	36%[activator]	19%
Sm TGR inh	-1%	0%	?	2%	-17%

21) COc1ccc(OC)c(-n2c(C)cc(/C=C3\C(=N)N4N=C(CC(=O)N5CCOCC5)SC4=NC3=O)c2C)c1
22) O=C(O)C(Cc1ccc(Cl)cc1)Sc1nc2ccccc2[nH]1 (centres undefined)
23) CCOC(=O)N1CCC(NC(=O)CS(=O)(=O)Cc2nc(-c3ccccc3Cl)oc2C)CC1
24) Cc1ccc(NC(=O)COC(=O)c2cccc(OC(F)F)c2)cc1S(=O)(=O)N1CCCCC1
25) CCOC(=O)c1ccc(NC(=O)CSc2nc(SC)ns2)cc1
compound no.	21	22	23	24	25
AmpC no deterg	187%[activator]	-19%	118%[activator]	-37%	·
Giardia FBPA inh	·	7%	-2%	·	-7%
HCMV inh	?	-26	-33	0	83
AmpC inh detg	0%	1%	-12%	-7%	-4%
AMA1 RON2 block	-1%	1%	-11%	1%	2%
Sm TGR inh	-5%	-16%	-32%	0%	0%

26) NNC(=O)c1ccc(COc2ccc3c(c2)CCC3)cc1
27) COc1cc(Cl)c(C)cc1NC(=O)c1cc(S(=O)(=O)N2CCCC2)ccc1F
28) Cc1cc(C(=O)N2CCN(c3ncccn3)CC2)c2cc(F)ccc2n1
29) CC(C)OC(=O)CSc1nc2ncccc2[nH]1
30) Cn1c(=O)c2ncn(CC(=O)Nc3ccc(N4CCOCC4)cc3)c2n(C)c1=O
compound no.	26	27	28	29	30
AmpC no deterg	-31%	·	89%[activator]	-10%	-5%
Giardia FBPA inh	7%	·	1%	-18%	-12%
HCMV inh	29	18	-39	41	-3
AmpC inh detg	-2%	-3%	-13%	-8%	-1%
AMA1 RON2 block	25%	·	-2%	19%	-6%
Sm TGR inh	6%	1%	-7%	6%	-13%

31) C=CCC1C(=O)NC(=S)NC1=O
32) C[C@@]12C(=O)N(Cc3ccco3)CC(=O)N1[C@H]1c3cc(Cl)ccc3OC[C@@H]1[C@@H]2c1ccccc1
33) CN1CCN(S(=O)(=O)c2ccc(-c3ccc(S(=O)(=O)N4CCN(C)CC4)cc3)cc2)CC1
34) O=C(NCn1cnccc1=O)c1ccccc1
35) Cn1c(=O)c2c(nc(N3CCNCC3)n2Cc2ccccc2Cl)n(C)c1=O
compound no.	31	32	33	34	35
AmpC no deterg	-8%	-14%	-8%	-15%	4%
Giardia FBPA inh	?	·	3%	3%	9%
HCMV inh	-2	6	·	44	7
AmpC inh detg	-2%	·	?	-2%	-3%
AMA1 RON2 block	-6%	-9%	·	3%	-13%
Sm TGR inh	18%	·	0%	2%	3%

36) COCc1ccc(CN2CCC(Oc3ccc(C(=O)NCc4ccccn4)cc3)CC2)o1
37) COc1ccccc1CCNCc1ccc(OC)c(OC)c1OC
38) COCCN(C(=O)c1snc(C(N)=O)c1N)C(C(=O)NC1CCCCC1)c1cc(OC)c(OC)c(OC)c1 (centres undefined)
39) CCOc1ccc(CCNC(=O)Cc2ccc(NC3=NC4CS(=O)(=O)CC4S3)cc2)cc1OCC (centres undefined)
40) Fc1ccc(CNCCc2ccccc2)cc1
compound no.	36	37	38	39	40
AmpC no deterg	5%	7%	28%	6%	-16%
Giardia FBPA inh	·	?	2%	·	?
HCMV inh	-27	-22	-7	-2	31
AmpC inh detg	2%	4%	-6%	2%	-1%
AMA1 RON2 block	8%	-8%	7%	-11%	-10%
Sm TGR inh	0%	·	0%	2%	2%

Grouped by structure, those above with an NH in an aromatic ring
22) O=C(O)C(Cc1ccc(Cl)cc1)Sc1nc2ccccc2[nH]1 (centres undefined)
29) CC(C)OC(=O)CSc1nc2ncccc2[nH]1
compound no.	22	29
AmpC no deterg	-19%	-10%
Giardia FBPA inh	7%	-18%
HCMV inh	-26	41
AmpC inh detg	1%	-8%
AMA1 RON2 block	1%	19%
Sm TGR inh	-16%	6%

New compounds follow:
41) OCCCc1cn(-c2ccccc2)c2ccccc12
42) COc1ccc(-n2nc(C)c3c(C(F)(F)F)cc(-c4cccnc4)nc32)cc1
43) Cc1ccc(S(=O)(=O)N(CCc2ccccc2)CC(=O)Nc2ccccc2C)cc1
44) CC(OC(=O)/C(C#N)=C/c1ccc(N(C)C)cc1)C(=O)NCc1ccco1 (centres undefined)
45) Cc1coc2c(C)c3oc(=O)c(CCC(=O)NCCc4ccc(Cl)cc4)c(C)c3cc12
compound no.	41	42	43	44	45
AmpC no deterg	-3%	·	·	-24%	·
Giardia FBPA inh	0%	·	·	·	·
HCMV inh	10	-73*	-20	-8	-17
AmpC inh detg	-2%	19%	-2%	?	15%
AMA1 RON2 block	-17%	·	·	·	·
Sm TGR inh	9%	1%	4%	3%	-1%

46) COc1ccccc1NS(=O)(=O)c1cccc(C(=O)N(C)Cc2cccs2)c1
47) COC(=O)Cn1cc(C(=O)C2CC2)c2ccccc21
48) CC(OC(=O)C1CC(=O)N(Cc2ccccc2)C1)C(=O)Nc1cccc(C#N)c1 (centres undefined)
49) CCOc1ccc(CN2CCN(C3CCSCC3)CC2CCO)cc1 (centres undefined)
50) C=CCn1cnc2c(nnn2-c2ccc(C)c(C)c2)c1=O
compound no.	46	47	48	49	50
AmpC no deterg	14%	-9%	34%	53%	-12%
Giardia FBPA inh	·	-4%	·	0%	2%
HCMV inh	-13	20	45	-4	?
AmpC inh detg	8%	-8%	10%	-2%	3%
AMA1 RON2 block	-1%	2%	0%	-25%	-9%
Sm TGR inh	7%	0%	1%	?	20%

51) O=C(CSC1=NCCN1)NC12CC3CC(CC(C3)C1)C2
52) CCCc1nn(C)c2c1C(c1cccnc1)C(C#N)=C(N)O2 (centres undefined)
53) Clc1ccc(N2CCN(/N=C/c3ccncc3)CC2)cc1
54) CCOC(=O)C1CCN(C(=O)Cn2cnc3sc(C)c(S(=O)(=O)N4CCOCC4)c3c2=O)CC1
55) CC1(C)Cc2cccc(Oc3cc(NN4CCCCC4)c([N+](=O)[O-])cc3[N+](=O)[O-])c2O1
compound no.	51	52	53	54	55
AmpC no deterg	-26%	-10%	-1%	-2%	-32%
Giardia FBPA inh	-18%	-11%	4%	4%	-9%
HCMV inh	0	-6	?	-20	-18
AmpC inh detg	2%	-13%	1%	-4%	-20%
AMA1 RON2 block	1%	-1%	-4%	-10%	-30%
Sm TGR inh	-34%	-15%	18%	5%	2%

56) CCN(CC)S(=O)(=O)c1ccc2c(c1)CC(C(=O)N1CCCC1)N2C(C)=O (centres undefined)
57) COc1cccc(C2CC(C(F)(F)F)n3ncc(C(=O)NCc4ccco4)c3N2)c1 (centres undefined)
58) O=C(Nc1ccc(C2=NCCN2)cc1)c1ccc(C(=O)Nc2ccc(C3=NCCN3)cc2)c([N+](=O)[O-])c1
59) CCc1ccc(C(=O)Cc2cc3cccc(OC)c3oc2=O)cc1
60) Cc1nc(Nc2ccc(S(=O)(=O)N3CCCCC3C)cc2)c2nnn(Cc3ccccc3)c2n1 (centres undefined)
compound no.	56	57	58	59	60
AmpC no deterg	-3%	-6%	-5%	-26%	-17%
Giardia FBPA inh	1%	-11%	-3%	10%	-1%
HCMV inh	58	-4	?	48	64
AmpC inh detg	7%	-2%	8%	-3%	0%
AMA1 RON2 block	-7%	-17%	?	7%	5%
Sm TGR inh	4%	-23%	3%	-15%	-1%

61) O=C(c1cc(Cl)nc2ccccc12)N(Cc1nnc(-c2ccc(Cl)cc2)o1)C1CC1
62) COc1ccc(S(=O)(=O)NCCS(=O)(=O)N2CCN(c3ccccc3)CC2)cc1C
63) COc1cc(OC)cc(C(=O)NC2CCSc3ccccc32)c1 (centres undefined)
64) Cc1nc(-c2ccccc2)cs1
compound no.	61	62	63	64
AmpC no deterg	-11%	·	-13%	-4%
Giardia FBPA inh	·	·	·	1%
HCMV inh	-4	-40	-31	54
AmpC inh detg	-17%	1%	2%	0%
AMA1 RON2 block	-16%	·	3%	-3%
Sm TGR inh	7%	-7%	-23%	24%
